TDP-43 yeast inh = TDP-43 toxicity inhibition in yeast. TDP-43 expressing yeast growth rescue, BacTiter-Glo, 24 h. Potency, µM (series often up to 46.1 µM), without a hit: at the top dose growth rescue (activation), hits mostly activators. 410,000 tested, 1.8% active. AID 652104; further: potency means the concentration at half of the fitted maximal effect; % of control where 0% means no effect; nearly all actives have a fitted effect of over 50% in size
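Growth rescue of TDP-43-toxic yeast measured as ATP luminescence (BacTiter-Glo). Cells grown to mid-log in raffinose, induced in galactose at OD600=0.02, exposed to compound 24 hr at 30 deg C.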
GLP-1R agonist = agonists of human GLP-1 receptor | HEK293 GLP-1R CRE-luciferase, luminescence, 4-6 h; cells express a hypersensitive GLP-1R form | Potency, µM (highest dose often 45.6 µM), for inactives: at the highest dose activation, most hits filed as activators | P43220 | 380,000 tested, 0.007% active; further: potency means the concentration at half of the fitted maximal effect; % of control where 0% means no effect
Target sequence (P43220 whole entry, looked up): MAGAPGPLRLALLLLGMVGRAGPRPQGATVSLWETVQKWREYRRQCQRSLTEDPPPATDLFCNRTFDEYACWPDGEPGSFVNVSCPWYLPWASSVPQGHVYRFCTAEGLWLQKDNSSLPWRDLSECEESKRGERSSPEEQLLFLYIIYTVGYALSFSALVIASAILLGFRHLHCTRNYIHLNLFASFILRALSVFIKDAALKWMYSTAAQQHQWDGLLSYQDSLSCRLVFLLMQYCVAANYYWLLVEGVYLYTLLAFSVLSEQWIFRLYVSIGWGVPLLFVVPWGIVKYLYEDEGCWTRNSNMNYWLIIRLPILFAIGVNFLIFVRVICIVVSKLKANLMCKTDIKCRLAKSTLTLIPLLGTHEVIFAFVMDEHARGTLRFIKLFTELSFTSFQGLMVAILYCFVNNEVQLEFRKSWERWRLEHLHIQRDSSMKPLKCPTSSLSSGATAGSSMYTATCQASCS
GLP1R cytotox = cytotoxicity in counter-screen for GLP-1R inverse agonists. HEK293 cAMP-luciferase reporter cells, luminescence, 24 h. AID 624418. 410,000 tested, 0.13% active. Potency, µM (series often up to 38.3 µM), inactives show top-dose activity change, negative = inhibition, usual class: inhibitors;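 further: loss of luciferase light is scored as toxicity; potency means the concentration at half of the fitted maximal effect; on the % scale 0 is the no-effect control and ±100 the full control effect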
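Cells in DMEM/10% Nu serum/1% pen-strep, 1536-well format. Pre-incubated 12 h, dosed with 23 nL compound, incubated a further 24 h. Luciferase detection, 12 min at room temp, luminescence.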
aSyn rescue = alpha-synuclein toxicity inhibition in yeast. AID 652106. Potency, µM (highest dose often 46.1 µM), inactives show at the top dose growth rescue (activation), actives largely listed as activators. 370,000 tested, 0.14% active. Yeast expressing alpha-synuclein, growth rescue, BacTiter-Glo, 24 h; further: potency means the concentration at half of the fitted maximal effect; % of control where 0% means no effect; nearly all actives have a fitted effect of over 65% in size
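Screening used galactose-induced yeast with toxic alpha-synuclein levels, exposed to compound for 24 hr at 30 deg C. Cell growth, read with BacTiter-Glo luminescence, gave the measured signal.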
GLP1R inv ag = inverse agonists of human GLP-1 receptor. AID 624417. HEK293 GLP-1R CRE-luciferase, luminescence, 24 h; GLP-1R form is constitutively active. 410,000 tested, 1.6% active. Potency, µM (highest dose often 38.3 µM), without a hit: at the highest dose activity change, negative = inhibition, usual class: inhibitors. P43220; further: potency means the concentration at half of the fitted maximal effect; on the % scale 0 is the no-effect control and ±100 the full control effect; nearly all actives have a fitted effect of over 55% in size
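Inverse agonists were sought by their lowering of basal cAMP reporter luciferase output in HEK293 cells stably carrying constitutively active human GLP-1R, after 24 h compound treatment.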
KB-V1 MDR tox = kills drug-selected multidrug resistant KB-V1 cells; KB-V1 MDR cells viability, CellTiter-Glo, 72 h; Potency, µM (top dose mostly 46.1 µM), for the others: top-dose activity change, negative = cytotoxicity, hits mostly cytotoxic; 400,000 tested, 3.4% active; AID 1347076; further: potency means the concentration at half of the fitted maximal effect; on the % scale 0 is the no-effect control and ±100 the full control effect; nearly all actives have a fitted effect of over 60% in size
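Drug-selected KB-V1 cells, grown in DMEM lacking phenol red with 10% FBS, receive compound titrations; after three days at 37 degrees C, surviving cell ATP is quantified by CellTiter-Glo luminescence and responses normalized and curve-fitted.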
D3 antag = D3 dopamine receptor (human) antagonism; P35462; D3R cells, DiscoveRx beta-arrestin luminescence, antagonist mode; hits give low values; max response, negative = inhibition, %; 360,000 tested, 2.5% active; in the data active means max response below about -50%; inconclusive means no clear call, values can overlap the other calls; further: on the % scale 0 is the no-effect control and ±100 the full control effect; mostly tested at two doses, the higher about 12 µM
Target sequence (P35462 whole entry, looked up): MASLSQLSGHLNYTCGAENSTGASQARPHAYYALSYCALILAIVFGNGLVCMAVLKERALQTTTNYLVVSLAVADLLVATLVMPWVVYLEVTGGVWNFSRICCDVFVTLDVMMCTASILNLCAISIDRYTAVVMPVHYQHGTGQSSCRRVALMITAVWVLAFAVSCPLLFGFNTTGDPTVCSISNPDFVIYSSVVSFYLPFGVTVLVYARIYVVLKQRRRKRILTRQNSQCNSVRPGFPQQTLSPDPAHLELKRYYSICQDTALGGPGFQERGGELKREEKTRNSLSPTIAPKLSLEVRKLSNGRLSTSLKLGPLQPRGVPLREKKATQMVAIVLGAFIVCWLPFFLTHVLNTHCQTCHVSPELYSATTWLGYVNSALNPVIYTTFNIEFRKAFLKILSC
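Cells plated overnight at 1500 cells/well, then exposed to library compounds with dopamine controls for 90 minutes at 37 degrees C. DiscoveRx reagent added for 30–60 minutes at room temperature; luminescence read, quantitative HTS format.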
PTHR1 agonist = PTHR1 (human) receptor agonism. Potency, µM (series often up to 115 µM), inactives show top-dose activation, hits mostly activators. 410,000 tested, 0.075% active. Q03431. HEK293 GP2 PTHR1 cells, GloSensor cAMP luminescence, 1 h; further: potency means the concentration at half of the fitted maximal effect; nearly all actives have a fitted effect of over 55% in size; some results filed as inactive show a strong effect at the top dose; inactives centre near -15; many of its hits are not listed in these tables
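HEK-293-derived GP2 cells expressing PTHR1 and a GloSensor cAMP reporter, 3,000/well, plated overnight, given luciferin plus IBMX (each 0.5 mM as added) for 1 h at 37 °C, then compound for 1 h at 37 °C. Luminescence was read after 15 min at room temperature.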
D3 ag = activates the human D3 dopamine receptor; P35462; D3R DiscoveRx beta-arrestin cells, luminescence, 90 min; max activation, %; 410,000 tested, 0.58% active; in the data active means max activation above about 30%; further: 0% is about no effect; mostly tested at two doses, the higher about 12 µM
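Agonist mode: compounds and dopamine controls were applied to plated cells for 90 min at 37 degrees C after an overnight attachment at 1500 cells/well. Luminescent read-out followed 30 - 60 minutes at room temperature with DiscoveRx detection reagent.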
Starred values were filed as active, the others as inactive; i = inactive; ? = inconclusive; . = not tested or not shown; & = joins results of further samples; ! = not active in a repeat; [ ] = dose if it differs, or a comment. Unless noted, the call rests on the fitted dose curve; in most records, active means well fitted curve in the direction sought with a large enough effect; inconclusive means small, poorly fitted or top-dose-only effect, or another doubt; inactive means no such curve, though single readings can be large; an effect the other way counts as inactive or inconclusive. These rows are one share of the data; the hit share may differ from the screen's.

SMILES,PTHR1 agonist,GLP1R inv ag,KB-V1 MDR tox,aSyn rescue,D3 ag,TDP-43 yeast inh,GLP-1R agonist,GLP1R cytotox,D3 antag
O=C1N=c2ccccc2=C1c1sc(=S)n(NC(=O)c2cccc(O)c2)c1O,-35%[inhibitor],-8%,-6%,-16%,9,-10%,-6%,1%,0
Cc1ccc2oc(=O)c3cnn(CC(=O)NCCc4ccsc4)c3c2c1,i,3%,-8%,0%,-1,-1%,7%,1%,16
O=C(Nc1ccccc1)Nc1ncc([N+](=O)[O-])s1,-33%,?,?,-24%,-14,-18%,-3%,?,?
Cc1cc(/C=C(\C#N)C(=O)NCc2cccs2)c(C)n1-c1ccc([N+](=O)[O-])cc1,?,32%[activator],-16%,-4%,-25,-16%,5%,2%,-2
CCOc1ccc(-c2nnc(-c3ccco3)o2)cc1,-31%[inhibitor][57.5 µM],?,-2%,5%,7,?,-1%,1%,16
O=C(CCc1nnc(CCC2CCCCC2)o1)NCCn1cccn1,i,33%[activator],?,0%,-2,0%,1%,2%,1
Cc1cc(Nc2ncc(Cl)cc2Cl)n(-c2ccccc2)n1,-23%,?,0%,-27%,9,7.1µM*,18%,3%,-6
COc1cc2c(cc1OC)C(C(C)C)=NC(C)(C)C2,-15%[57.5 µM],41%[activator],?,0%,-2,-7%,6%,83%[activator],-20
C=C(c1ccccc1Cl)[n+]1ccccc1,-6%,-24%,0%,-6%,3,-27%,7%,-1%,-6
C#CCNC(=O)C1=C[C@@H](c2ccc3c(c2)OCO3)[C@H](CCCO)[C@@H](OCC)O1,i,1%,0%,1%,7,7%,4%,0%,5
O=C(C(=O)N1CCCC1)c1c(-c2ccccc2)[nH]c2ccccc12,-18%,-5%,1%,0%,4,17%,-1%,1%,3
O=C(Nc1ccccc1Br)C1CCCN1S(=O)(=O)c1cccc2nsnc12 (stereo not drawn),i,18%,-16%,2%,2,22%,-1%,-5%,5
CCn1cc(C(=O)NCc2cccs2)c(=O)c2ccc(C)nc21,i,1%,-1%,-1%,-4,14%,-1%,24%,19
O=C(Nc1nc(-c2ccc(S(=O)(=O)N3CCCCCC3)cc2)cs1)c1cccs1,-37%[inhibitor],-21%,-5%,2%,2,2%,-5%,-6%,35
CCCCCCCCC/C(=N\O)c1ccccn1,-8%,?,-17%,-62%[inhibitor],5,?,-3%,?,-8
O=[N+]([O-])c1ccc(-c2cn3c(n2)SCC3)cc1,-26%,11%,-11%,-2%,2,15%,12%,-14%,-2
Cc1nc2cc(N=NC3=C(O)CCCC3=O)ccc2s1,-30%,2%,0%,1%,-2,-3%,3%,3%,-6
CN(C)c1ccc(/C=C/c2nc3ccccc3s2)cc1,i,?,13µM*!,-37%&-59%[inhibitor],-5,-18%,-44%[inhibitor],208%[activator],-22
COc1ccc(C2(CNC(=O)c3ccccc3)CCCC2)cc1OC,6%,5%,-18%,-2%,-7,-23%,17%,13%,-20
COc1cc(C(=O)Nc2ccc(NC(=O)c3ccc(C(C)(C)C)cc3)cc2)cc(OC)c1OC,-20%,?,.,.,25,?,.,?,.
C[C@@H]1CN(S(=O)(=O)C(C)(C)C)[C@@H](CCO)/C1=C\c1ccccc1,-1%,-13%,0%,15%,-11,4%,1%,-1%,0
CCN1c2ccccc2-c2nc(SCC(=O)NCc3ccc(C)cc3)ncc2S1(=O)=O,-4%,6%,11%,.,-8,0%,.,5%,.
COc1ccccc1N1CCN(S(=O)(=O)c2cccc3nsnc23)CC1,-11%[57.5 µM],0%,0%,-1%,-10,24%,-2%,5%,-4
Cc1cc(C(=O)N(C)CC(=O)Nc2ccc(Cl)c(C(F)(F)F)c2)no1,-17%,-28%,?,-1%,-5,-1%,6%,10%,-9
COc1ccc(C(C)=O)cc1COC(=O)[C@H](Cc1ccccc1)NC(=O)c1ccco1,i,3%,.,0%,10,3%,9%,-3%,-9
Cc1ccccc1-c1nnc(CN2CCC(C)CC2)o1,-2%,-19%,-16%,0%,-21,0%,22%,1%,?
Cc1ccc2oc(=O)c3cc(C(=O)Nc4ccccc4C(N)=O)sc3c2c1,-7%,-13%,24%,.,3,1%,1%,-7%,.
O=S(=O)(Nc1ccncc1)c1cc(Cl)c(Cl)cc1Cl,-12%,-11%,6%,-4%,7,-9%,10%,-22%,3
O=C(NC1CCCCC1)C(c1c(F)cccc1Cl)N(C(=O)c1csnn1)C1CC1 (stereo not drawn),-16%,-24%,-10%,-1%,4,-11%,13%,2%,9
CC(C)CNC(=O)COC(=O)c1ccc(Cl)c(S(N)(=O)=O)c1,i,19%,?,3%,-1,11%,0%,10%,9
O=S(=O)(c1ccc(Cl)cc1)N1CCn2c1nc1ccccc12,-65%[inhibitor],0%,?,2%,-13,-27%,12%,43%[activator],-15
COc1ccc(-n2cnnc2SCCC#N)cc1,-21%[57.5 µM],8%,?,3%,-5,15%,-2%,7%,9
COc1ccc(Br)cc1CN(C)CC(=O)NCc1ccc(F)cc1,-13%,?,0%,0%,-21,7%,5%,1%,-25
Cc1cccc(C(=O)OCC(=O)NC(C)CCc2ccccc2)c1O (stereo not drawn),i,-4%,-1%,-4%,-17,-14%,9%,4%,-17
COc1ccc(NC(=O)c2c(C(F)(F)F)nn(C)c2SCc2ccccc2Cl)cc1,i,0%,18%,.,-4,-6%,-13%,0%,0
COc1ccccc1-c1sc2ccccc2c1C#Cc1ccc(N(C)C)cc1,-18%,-23%,30%,8%,6,13%,-5%,32%[activator],3
Cc1cc(NCCCn2ccnc2)n2ncc(-c3ccccc3)c2n1,-87%[inhibitor][57.5 µM],?,-12%,3%,-5,-4%,-34%[inhibitor],-18%,-29
COc1cccc(C(O)c2nc(-c3ccccc3C)cs2)c1 (stereo not drawn),4%,?,-16%,13%,5,?,13%,7%,-8
CCCCN(C)S(=O)(=O)c1cc(-c2cc(C)no2)ccc1C,-33%[inhibitor],?,-18%,.,-7,22%,.,1%,.
Cc1ccc(C)c(OCCCNCc2ccccc2)c1,-19%,-28%,-25%,7%,-6,12%,0%,6%,-54*
CN(C)c1cccc(C(=O)OCC(=O)Nc2ccccc2Sc2ccccc2)c1,-11%,-26%,31%,-3%,-1,18%,11%,14%,-3
Cc1ccc(-c2nc(S(=O)(=O)c3ccccc3)c(SCC(=O)NC3CCCCC3)o2)cc1,-9%,9%,-10%,.,1,2%,.,-12%,.
COc1ccc(CCNC(=O)[C@@H]2C[C@H]2c2ccccc2)cc1OC,i,7%,-9%,-2%,-23,0%,6%,3%,-14
Fc1ccc(CNC(=S)Nc2ccccc2F)cc1,-20%,-30%,7%,-1%,-1,?,-5%,2%,50
Cc1cc(C(=O)N/N=C/c2ccc([N+](=O)[O-])s2)n[nH]1,i,0%,-2%,-4%,5,-17%[1.82 µM],17%,?,-22
CCN1CCN(CCCN(Cc2ccco2)C(=S)Nc2ccc(Cl)c(C)c2)CC1,-23%,-5%[7.66 µM],?,1%,-15,-2%,-2%,10%[7.66 µM],-29
CC(C)=C1C2CCC1C1C(=O)N(NC(=O)COc3ccc(C(C)(C)C)cc3)C(=O)C21 (stereo not drawn),-3%[57.5 µM],7.1µM*,-2%,16%,2,16%,-5%,5%,38
Cc1ccnc(NS(=O)(=O)c2cccc([N+](=O)[O-])c2)c1,i,12%,-31%,4%,3,-2%,-4%,2%,-13
CC(CCc1ccccc1)NC(=O)C1CCN(S(=O)(=O)c2ccc(F)cc2)CC1 (stereo not drawn),-28%,?,-24%,5%,0,27%,6%,-7%,-4
Cc1sc2nc(CSC(C)C(=O)Nc3ccc(Cl)cn3)[nH]c(=O)c2c1C (stereo not drawn),i,5%,?,-7%,-8,3%,-8%,3%,-10
O=C(c1ccco1)N1CCN(C(=O)c2cccn3c(=O)c4c5c(sc4nc23)CCCC5)CC1,i,14%,-5%,-8%,-8,-5%,14%,76%[activator],2
COc1ccc(OC)c(CNC(=O)c2ccccc2NC(=O)c2nsc3ccccc23)c1,-40%[inhibitor],1%,-10%,.,-7,1%,.,1%,.
O=C(NCCCNC(=O)c1cccs1)c1cccs1,-5%[57.5 µM],0%,?,-5%,-1,9%,-5%,-3%,-64*
CCn1cc(C(=O)N2CCN(c3cc(Cl)ccc3C)CC2)c(=O)c2cc(S(=O)(=O)N3CCOCC3)ccc21,2%,-12%,-2%,.,-20,-29%,-2%,-3%,.
CC(=O)c1ccc(NS(=O)(=O)c2ccc(-c3cc(C)no3)s2)cc1,i,2%,7%,.,-26,-10%,.,-9%,.
CCOC(=O)c1c(C)sc(-c2c(-c3ccc4c(c3)OCCO4)[nH]c3c2c(=O)[nH]c(=O)n3C)c1O,i,-7%,.,.,12,0%,.,-17%,.

Assay outcomes from PubChem.
